# Screening results (PubChem)
# rTrxR1 inhibitor – blocks rat thioredoxin reductase 1; recombinant rTrxR1, NADPH fluorescence consumption, selenite substrate; Potency, µM (highest dose often 114 µM), for the others: at the highest dose activity change, negative = inhibition, hits mostly inhibitors; actives 1% (n = 390,000); also: potency is read from the fitted curve at half-maximal effect; % is scaled to controls: 0 for no effect and ±100 for the full control effect; nearly all actives have a fitted effect of over 65% in size
#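 Rat TrxR1 (90 nM in the dispensed reagent) was pre-reduced with 400 uM NADPH for 5 min at room temperature, then incubated with compound for 15 min. After 400 uM selenite was added, NADPH fluorescence (Ex 340/Em 450 nm) was followed for 8 min.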
# TRHR agonist – agonists of human TRH receptor; P34981; TRHR cells, calcium flux fluo-8, FDSS agonist mode; activation, % at 2 µM; actives 0.18% (n = 360,000); AID 493084; in the data active = activation above about 30%; also: 0% is about no effect
#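 TRHR-expressing cells loaded with fluo-8 calcium dye; 23 nL library compound pin-transferred, kinetic FDSS fluorescence (Ex 480/Em 530) recorded about 180 s for agonist-induced calcium release, before a 10 nM TRH EC20 addition for potentiator mode.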
# IDH1 R132H inh – human IDH1 R132H inhibition; O75874; IDH1-R132H enzyme, NADPH consumption, diaphorase/resazurin fluorescence; Potency, µM (doses to about 76.6 µM), for the others: top-dose activity change, negative = inhibition, usual class: inhibitors; actives 0.093% (n = 390,000); AID 602179; also: potency is read from the fitted curve at half-maximal effect; % is scaled to controls: 0 for no effect and ±100 for the full control effect; nearly all actives have a fitted effect of over 65% in size
#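 IDH1-R132H (0.5 ug/mL) preincubated 30 min with compound, then NADPH (0.016 mM) and alpha-KG (2 mM) added; 80 min at RT, pH 7.5. Remaining NADPH coupled via diaphorase/resazurin to fluorescence (540/590 nm); concentration-response curves normalized to no-enzyme control.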
# TRHR enhancer – TRH receptor (human) allosteric enhancement; enhancement, % at 2 µM; P34981; AID 493056; TRHR cells, fluo-8 calcium fluorescence, EC20 TRH enhancement; actives 0.66% (n = 360,000); in the data active = enhancement above about 30%; also: 0% is about no effect
#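 TRHR-expressing cells loaded with fluo-8 calcium dye were read kinetically (ex 480/em 530) during compound addition, then stimulated with an EC20 of TRH (10 nM final). Enhancement of the Gq-mediated intracellular calcium response was scored.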
# D2 agonist – D2 dopamine receptor (human) agonism. P14416. HEK293 T-REx D2 cells, calcium flux agonist mode. activation, % at 2 µM. actives 0.53% (n = 340,000);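 active = activation over 3 SD above normal in the single-dose calcium agonist read, cut at about 30% in these data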; also: 0% is about no effect
#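 Calcium-flux readout, 1 cycle/sec over 180 s following compound pin transfer, in inducible HEK293 Trex D2 cells (force-coupled); dopamine controls included. Positive calcium responses during this window marked compounds as potential agonists.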
# Pin1 inhibitor – blocks the human prolyl isomerase Pin1. Q13526. Pin1 FP peptide displacement, HiFluor488, 10 min. Potency, µM (highest dose often 115 µM), for the others: at the top dose activity, negative = inhibition, most hits filed as inhibitors. actives 0.009% (n = 390,000). AID 504891; active = well fitted inhibition curve with a large enough effect in the polarisation, with a control signal flat, not every such curve was filed as active; inconclusive = small, poorly fitted or top-dose-only effect, or effect the other way, or a change in a side signal; inactive = no such curve, though single readings can be large or run the other way; the % refers to the polarisation; also: potency is read from the fitted curve at half-maximal effect; % is scaled to controls: 0 for no effect and ±100 for the full control effect
# Target sequence (Q13526 whole entry, looked up): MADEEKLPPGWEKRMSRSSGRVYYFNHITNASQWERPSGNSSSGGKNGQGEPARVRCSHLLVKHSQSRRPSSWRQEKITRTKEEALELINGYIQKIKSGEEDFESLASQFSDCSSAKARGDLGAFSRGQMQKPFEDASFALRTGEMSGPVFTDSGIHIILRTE
# USP1 inh – USP1/UAF1 (human) deubiquitinase inhibition; recombinant USP1/UAF1, Ub-Rhodamine cleavage fluorescence; Potency, µM (top dose mostly 57.1 µM), inactives show top-dose activity change, negative = inhibition, hits mostly inhibitors; AID 743255; actives 0.23% (n = 390,000); O94782; also: potency is read from the fitted curve at half-maximal effect; % is scaled to controls: 0 for no effect and ±100 for the full control effect; nearly all actives have a fitted effect of over 60% in size; inactives centre near -12
# Target sequence (O94782 whole entry, looked up): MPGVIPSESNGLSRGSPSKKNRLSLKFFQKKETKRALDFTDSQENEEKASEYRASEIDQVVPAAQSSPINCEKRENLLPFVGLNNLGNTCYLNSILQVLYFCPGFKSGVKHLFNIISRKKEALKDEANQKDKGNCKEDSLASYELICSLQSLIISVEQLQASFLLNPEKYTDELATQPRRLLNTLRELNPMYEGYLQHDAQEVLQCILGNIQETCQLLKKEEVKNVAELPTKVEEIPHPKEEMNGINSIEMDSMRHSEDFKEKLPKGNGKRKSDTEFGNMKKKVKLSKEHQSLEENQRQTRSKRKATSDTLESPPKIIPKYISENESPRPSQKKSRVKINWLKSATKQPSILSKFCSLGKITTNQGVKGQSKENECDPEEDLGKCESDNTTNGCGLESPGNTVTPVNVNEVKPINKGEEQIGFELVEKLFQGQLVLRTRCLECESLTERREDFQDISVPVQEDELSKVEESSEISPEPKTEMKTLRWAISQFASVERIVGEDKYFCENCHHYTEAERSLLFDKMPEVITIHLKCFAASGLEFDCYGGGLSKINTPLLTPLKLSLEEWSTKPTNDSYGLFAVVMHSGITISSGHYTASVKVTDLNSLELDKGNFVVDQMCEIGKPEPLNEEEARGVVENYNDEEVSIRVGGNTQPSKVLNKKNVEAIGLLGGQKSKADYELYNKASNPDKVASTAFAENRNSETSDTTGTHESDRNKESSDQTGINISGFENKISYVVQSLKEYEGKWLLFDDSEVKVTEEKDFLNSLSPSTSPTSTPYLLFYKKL
#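 USP1/UAF1 complex at 1 nM was preincubated with compound for 15 min at room temperature, then Ub-Rho substrate (150nM final) was added. Fluorescence (480/540 nm) was read kinetically, 6 reads every 60 seconds.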
# D2 antagonist – D2 dopamine receptor (human) antagonism. P14416. HEK293 TREx D2 cells, calcium flux, dopamine EC80. inhibition, % at 10 µM. actives 2% (n = 340,000). AID 485344; in the data active = inhibition above about 30%; also: 0% is about no effect
#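 Measurement of antagonist activity uses fluorescent calcium dye in inducible HEK293 T-REx D2 cells: 10 s baseline, compound addition with 180 s read, EC80 dopamine addition with a further 180 s read.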
# TrxR1 substrate – rat thioredoxin reductase 1 substrate activity | purified TrxR1 substrate turnover, NADPH consumption readout | Potency, µM (series often up to 114 µM), for the others: top-dose activity change, negative = substrate turnover | AID 588456 | actives 0.01% (n = 390,000); also: potency is read from the fitted curve at half-maximal effect; % is scaled to controls: 0 for no effect and ±100 for the full control effect; nearly all actives have a fitted effect of over 50% in size
#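 Rat TrxR1, dispensed at 90 nM, was prereduced with 400 uM NADPH (final) for 5 min at ~22 deg C, then incubated with compound 15 min before 400 uM selenite. A first-read NADPH fluorescence drop versus no-compound background flagged substrates.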
# An asterisk follows results filed as active; ? = inconclusive; . = no result given; [ ] = another dose, or the depositor's remark. Unless noted, calls follow the shape of the dose curve; as a rule, active = well fitted inhibition curve with a large enough effect; inconclusive = small, poorly fitted or top-dose-only effect; inactive = no such curve, though single readings can be large or run the other way. Some of the compounds tested, so the mix of outcomes need not match the whole.
SMILES,rTrxR1 inhibitor,TRHR agonist,IDH1 R132H inh,TRHR enhancer,D2 agonist,Pin1 inhibitor,USP1 inh,D2 antagonist,TrxR1 substrate
Cc1ccc(S(=O)(=O)/N=C(\N)Nc2nc(C)c3cc(C)c(C)cc3n2)cc1,22%,0.7,2%,-3,0.3,3%,-17%,10,33%[activator]
COc1ccc(/C=C/C(=O)Nc2cccc(F)c2)cc1S(=O)(=O)N1CCOCC1,4%,-0.1,0%,1,1.8,-2%,-18%,56*,-9%
O=C(NC1CCCCC1)C1CCN(S(=O)(=O)N2CCCCCC2)CC1,11%,-0.4,11%,18,-0.2,1%,-6%,-10,-1%
Cc1ccc(S(=O)(=O)N2CCN(C(=O)N3CCOCC3)C2C(C)C)cc1 (stereo not drawn),2%,0.0,10%,11,0.1,16%,-18%,-3,-5%
COc1ccc(C2CC(=O)n3c(nc4ccccc43)S2)cc1OC (stereo not drawn),-4%,0.9,0%,-1,0.1,1%,-4%,-5,-12%
CCc1cc(=O)oc2cc(C)cc(OC(C)C(=O)O)c12 (stereo not drawn),50%[activator][57.1 µM],-0.3,6%,7,-2.1,3%,-6%,-17,162%[activator][57.1 µM]
Cc1c(NC(=O)C2CCCN2S(=O)(=O)c2ccc(Cl)cc2)c(=O)n(-c2ccccc2)n1C (stereo not drawn),29%,0.0,4%,0,1.2,2%,-8%,-7,13%
Cc1ccc2[nH]c3nc(NN)nnc3c2c1,-41%,0.4,8%,16,-0.1,-1%,-19%,0,-15%
CN(C)S(=O)(=O)c1ccc(C(=O)NCCS(=O)(=O)N2CCN(c3ccccc3)CC2)cc1,20%[57.1 µM],0.4,-15%,-3,0.7,1%,-16%,.,1%[57.1 µM]
COc1ccc(C2c3c(n(C)c4ccccc34)C(=O)N2CC(=O)Nc2ccccc2Cl)cc1 (stereo not drawn),13%,-0.5,28%,11,.,73%[activator],-20%,.,-2%
COc1ccc2[nH]c3c(c2c1)CCNC3C1CC=C(C)CC1 (stereo not drawn),24%,6.4,1%,10,2.1,-5%,-23%,-15,0%
COc1cc2nc(C3CCC3)nc(N3CCN(c4ccccc4OC)CC3)c2cc1OC,-7%,0.2,3%,-10,-5.3,-2%,-19%,3,2%
CCOC(=O)NC1(Nc2ccc(C)cc2)Oc2ccccc2O1,?,-1.2,2%,-5,0.1,-9%,-19%,3,-5%
CS(=O)(=O)N1CCc2cc(S(=O)(=O)N3CCN(Cc4ccc5c(c4)OCO5)CC3)ccc21,9%,0.0,0%,-3,0.6,?,2%,12,6%
Cc1ccc2c(C)c(C(=O)N3CCN(C4CCS(=O)(=O)C4)CC3)oc2c1C (stereo not drawn),-13%,-0.2,2%,17,-0.2,8%,-3%,23,3%
CCN1N=C(c2cc(Cl)sc2Cl)CSC1=O,-22%,-0.1,16%,-6,0.7,6%,-6%,14,-11%
O=C1c2cccnc2C(=O)N1CNc1ccc(Cl)cc1,12%,-1.1,-4%,-4,0.3,-3%,-8%,-4,2%
CC1(C)CC(=O)c2cc(O)ccc2O1,-13%,-0.5,6%,6,2.5,-3%,-13%,-8,-9%
CCc1ccc(CNC(=O)c2cc3c(s2)-c2ccccc2OC3)cc1,30%,0.7,-7%,6,0.0,?,-16%,.,184%[activator]
O=C(CN1C(=O)CC(c2ccccc2)S(=O)(=O)c2ccccc21)NC1CCCC1 (stereo not drawn),23%[57.1 µM],-0.2,-8%,0,0.2,0%,7%,2,2%

# One compound at a time (already shown).
# `COc1ccc2[nH]c3c(c2c1)CCNC3C1CC=C(C)CC1` (stereo not drawn) is entered as rTrxR1 inhibitor: 24%; TRHR agonist: 6.4; IDH1 R132H inh: 1%; TRHR enhancer: 10; D2 agonist: 2.1; Pin1 inhibitor: -5%; USP1 inh: -23%; D2 antagonist: -15; TrxR1 substrate: 0%
# `CC1(C)CC(=O)c2cc(O)ccc2O1` is entered as rTrxR1 inhibitor: -13%; TRHR agonist: -0.5; IDH1 R132H inh: 6%; TRHR enhancer: 6; D2 agonist: 2.5; Pin1 inhibitor: -3%; USP1 inh: -13%; D2 antagonist: -8; TrxR1 substrate: -9%
# `CCOC(=O)NC1(Nc2ccc(C)cc2)Oc2ccccc2O1` is entered as rTrxR1 inhibitor: ?; TRHR agonist: -1.2; IDH1 R132H inh: 2%; TRHR enhancer: -5; D2 agonist: 0.1; Pin1 inhibitor: -9%; USP1 inh: -19%; D2 antagonist: 3; TrxR1 substrate: -5%

# (more compounds)
SMILES,rTrxR1 inhibitor,TRHR agonist,IDH1 R132H inh,TRHR enhancer,D2 agonist,Pin1 inhibitor,USP1 inh,D2 antagonist,TrxR1 substrate
COc1ccc(NCC(=O)N/N=C(\C)c2cc3ccccc3o2)cc1,-6%,-2.6,-2%,6,0.0,1%,-26%,3,-4%
Cc1ccc(C(=O)Oc2cc(N)n(S(=O)(=O)c3ccc(C)cc3)n2)cc1,1%,0.0,0%,0,-1.0,1%,-13%,-24,6%
N#Cc1cccc(Cn2cc(C(F)(F)F)ccc2=O)c1,7%[57.1 µM],-0.1,4%,14,-0.6,-1%,-14%,-19,2%[57.1 µM]
CN(CC(=O)Nc1cccc(F)c1)C(=O)c1cccc(N2C(=O)CCC2=O)c1,18%,0.2,-7%,3,0.8,-1%,-22%,20,4%
Cc1nc2cc(Nc3nnc(-c4ccccc4)c4ccccc34)ccc2n1C,16%,-0.6,6%,2,-0.3,0%,-14%,-16,9%
COc1ccc(C)cc1NS(=O)(=O)c1ccc2c(c1)N(C(C)=O)CCO2,7%,0.7,0%,1,2.0,-1%,-11%,-8,-3%
COC(=O)C1=C(C(=O)OC)C2(OC1c1ccccc1C)C(=O)c1ccccc1C2=O (stereo not drawn),-3%,1.0,-5%,-6,0.2,-2%,-29%,-4,-4%
COc1ccc(OC)c(NC(=S)N2CCN(C(=O)C3CCCO3)CC2)c1 (stereo not drawn),16%,0.5,5%,4,0.0,-1%,-8%,1,9%
CCCCCCn1c(COc2ccccc2F)nnc1SCC(=O)c1c(N)n(C)c(=O)n(C)c1=O,.,-1.5,.,6,-1.3,.,.,-7,.
O=C(NCCCCNC(=O)c1ccccc1Cl)c1ccccc1Cl,27%,0.1,4%,0,0.0,0%,-10%,-1,13%
O=C(c1ccccc1)c1ccc(OCC(O)CNCc2ccc(F)cc2)cc1 (stereo not drawn),26%[57.1 µM],1.9,8%,10,1.2,2%,-15%,-1,-15%[57.1 µM]
O=C(NNC1=Nc2cc([N+](=O)[O-])ccc2OC1)c1ccccc1Cl,21%,-0.1,-5%,-2,-0.4,-3%,-14%,14,-1%
NC(=O)CC[C@H](NC(=O)c1ccc(F)cc1)C(=O)OCC(=O)NCc1ccc2c(c1)OCO2,-6%,.,3%,.,.,-9%,-13%,.,-6%
Cc1cc(C(=O)NNC(=S)NCC(C)C)no1,-3%,0.2,1%,-2,0.4,-8%,0%,-11,-4%
COc1ccc(Cn2ccnc2SCC(=O)NCc2ccco2)cc1,32%[activator][57.1 µM],0.1,-5%,0,-0.3,-1%,?,.,9%[57.1 µM]
C/C(=N\S(=O)(=O)c1ccc(C)cc1)N1CCN(S(=O)(=O)c2ccccc2)C1,-31%,-1.3,-1%,6,0.5,-2%,-18%,1,-5%
COc1ccc2c(c1)c(CC(=O)OCC(=O)O)c(C)n2C(=O)c1ccc(Cl)cc1,17%,-0.2,-1%,11,-1.1,-11%,-12%,1,-1%
O=[N+]([O-])c1ccc2[nH]c(O)c(N=NC3CCS(=O)(=O)C3)c2c1 (stereo not drawn),2%,-0.4,2%,-8,0.8,1%,-2%,11,2%
O=C(NCC1CCN(c2ccc(S(=O)(=O)N3CCOCC3)cc2)CC1)Nc1ccccc1F,34%[57.1 µM],-0.2,3%,0,0.6,4%,-19%,14,11%[57.1 µM]
CNC(=S)N1CCN(c2nc(-c3ccc(Cl)cc3)cs2)CC1,41%[activator],-0.7,13%,2,-0.8,-5%,-16%,-6,9%
CC(NC(=O)/C(C#N)=C1\N=C(NC(=O)c2cccs2)c2ccccc21)c1ccccc1 (stereo not drawn),-11%,1.1,-3%,2,1.9,39%[activator],-21%,-6,-10%[57.1 µM]
CCOC(=O)C1CCCN(C(=S)Nc2ccc(F)cc2)C1 (stereo not drawn),6%[57.1 µM],-0.1,3%,0,0.3,5%,-6%,5,4%[57.1 µM]

# A draw from above in order of molar mass, lowest first.
SMILES,rTrxR1 inhibitor,TRHR agonist,IDH1 R132H inh,TRHR enhancer,D2 agonist,Pin1 inhibitor,USP1 inh,D2 antagonist,TrxR1 substrate
O=[N+]([O-])c1ccc2[nH]c(O)c(N=NC3CCS(=O)(=O)C3)c2c1 (stereo not drawn),2%,-0.4,2%,-8,0.8,1%,-2%,11,2%
O=C(NNC1=Nc2cc([N+](=O)[O-])ccc2OC1)c1ccccc1Cl,21%,-0.1,-5%,-2,-0.4,-3%,-14%,14,-1%
CNC(=S)N1CCN(c2nc(-c3ccc(Cl)cc3)cs2)CC1,41%[activator],-0.7,13%,2,-0.8,-5%,-16%,-6,9%
